Assay outcomes (PubChem)
TLR4-MyD88 BLA – inhibitors of human TLR4-MyD88 binding. O00206+Q99836. actives 0.18% (n = 200,000). inhibition, % at 8.4 µM. HeLa CL3-4 TLR4/MyD88 BLA complementation, FRET ratio; in the data active means inhibition above about 25%;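 further: 0% = vehicle and 100% = reference inhibitor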
Target sequence (O00206 whole entry, looked up): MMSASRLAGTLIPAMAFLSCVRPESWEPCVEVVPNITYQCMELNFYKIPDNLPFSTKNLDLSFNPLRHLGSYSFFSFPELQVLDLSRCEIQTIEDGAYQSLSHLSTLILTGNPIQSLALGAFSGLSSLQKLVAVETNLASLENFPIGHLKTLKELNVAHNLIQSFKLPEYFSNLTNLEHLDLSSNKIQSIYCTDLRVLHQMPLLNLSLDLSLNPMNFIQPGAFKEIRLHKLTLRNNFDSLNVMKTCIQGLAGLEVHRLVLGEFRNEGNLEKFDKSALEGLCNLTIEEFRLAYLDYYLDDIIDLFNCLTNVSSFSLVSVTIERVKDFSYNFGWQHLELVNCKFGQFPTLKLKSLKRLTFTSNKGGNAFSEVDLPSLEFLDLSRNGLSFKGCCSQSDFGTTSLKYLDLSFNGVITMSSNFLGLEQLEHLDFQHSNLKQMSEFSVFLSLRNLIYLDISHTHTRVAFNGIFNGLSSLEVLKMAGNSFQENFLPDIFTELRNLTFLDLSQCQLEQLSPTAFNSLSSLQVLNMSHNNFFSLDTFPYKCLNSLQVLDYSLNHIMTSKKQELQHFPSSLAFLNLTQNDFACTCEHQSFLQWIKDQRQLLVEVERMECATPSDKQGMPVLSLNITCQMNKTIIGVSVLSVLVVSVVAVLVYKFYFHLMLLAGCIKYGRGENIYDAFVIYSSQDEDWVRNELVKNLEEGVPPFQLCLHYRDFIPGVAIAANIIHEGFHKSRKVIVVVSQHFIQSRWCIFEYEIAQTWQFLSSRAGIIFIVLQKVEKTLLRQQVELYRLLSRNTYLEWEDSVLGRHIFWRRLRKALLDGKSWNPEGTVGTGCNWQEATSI
Target sequence (Q99836 whole entry, looked up): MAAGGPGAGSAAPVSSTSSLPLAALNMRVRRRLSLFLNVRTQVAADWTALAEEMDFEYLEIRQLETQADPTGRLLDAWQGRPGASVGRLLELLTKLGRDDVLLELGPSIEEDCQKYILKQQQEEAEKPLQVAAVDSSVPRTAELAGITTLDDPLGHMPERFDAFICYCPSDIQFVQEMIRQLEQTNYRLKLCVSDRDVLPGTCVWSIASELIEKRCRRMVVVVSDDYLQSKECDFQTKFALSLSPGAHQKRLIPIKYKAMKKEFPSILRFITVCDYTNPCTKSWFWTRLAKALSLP
STAT3 blocker – inhibitors of IL-6 induced STAT3 signaling; U3A cells, IL-6 STAT3-luciferase reporter, luminescence; host cell line lacks STAT1; inhibition, % at 5.5 µM; actives 0.89% (n = 190,000); AID 862;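 active means inhibition above the mean inhibition across all screened compounds plus 3 SD, cut at about 44% in these data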;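 further: 0% = DMSO only wells and 100% = 100 µM nifuroxazide control wells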
STAT3 activator – increases IL-6 driven STAT3 reporter signal; AID 871; activation (% of control), % at 5.6 µM; actives 0.91% (n = 190,000); U3A cells, IL-6 STAT3-luciferase reporter, luminescence; 100% = signal with IL-6 EC80 alone;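 active means activation above the screen-wide mean of compound activation plus 3 SD, cut at about 130% in these data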;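 further: 0% = background luminescence of wells with medium and substrate only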
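Test system: human U3A cells carrying STAT3-luciferase construct; control set: IL-6-only wells as 100% reference; timing: compound pre-incubation 1 h before IL-6, then 6 h stimulation at 37 °C; also added: IL-6 stimulus at 33 ng/mL final; evaluation: % activation versus median of IL-6-stimulated wells; detection: reporter luminescence signal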
STAT1 inh – inhibitors of IFN-gamma induced STAT1 signaling | NIH 3T3 STAT1-luciferase reporter, luminescence | inhibition, % at 5.5 µM | actives 0.35% (n = 200,000) | AID 920;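 active means inhibition above a set limit, the mean inhibition across all tested compounds plus 3 SD, cut at about 34% in these data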;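 further: 0% = IFN-gamma with DMSO and 100% = IFN-gamma with 300 µM nifuroxazide; values of inactives mirror those of a sister screen read the other way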
NF-kB neuron act – compounds increasing NF-kB expression in human neuronal cells | NF-kB reporter expression; stronger effect = higher value | fold change at 12.5 µM | actives 1.6% (n = 190,000) | AID 1239; in the data active means fold change above about 3.3
HMGR II inh – blocks class II HMG-CoA reductase of Enterococcus faecalis; actives 0.41% (n = 190,000); AID 1066; inhibition, % at 10 µM; purified E. faecalis HMGR, NADPH absorbance 340 nm kinetic;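 active means inhibition above a set limit, the median over all tested compounds plus 3 SD, cut at about 9.5% in these data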;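 further: enzyme runs in reverse so mevalonate oxidation gives rising NADPH absorbance; 0% = complete reaction with DMSO and 100% = background rate lacking mevalonate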
DTT redox prof – compounds producing H2O2 with reducing agent – biochemical, NIH compound library profiling, artefact control for MLSCN library redox annotation, primary screen; DTT-dependent redox cycling H2O2, phenol red/HRP absorbance; 100% = 100 µM peroxide control, 0% = buffer; activation, % at 10 µM; actives 0.03% (n = 200,000); AID 878;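 active means activation of at least 50% relative to the plate's high and low controls in the primary single-dose screen; inactive means activation below 50%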;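 further: compound incubated with DTT at 0.8 mM final as the reducing agent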
STAT1 act – STAT1 signaling activation | NIH 3T3 STAT1-luciferase reporter, IFN-gamma, luminescence; 100% = IFN-gamma alone, no compound | activation (% of control), % at 5.5 µM | actives 2.6% (n = 200,000) | AID 932;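 active means activation above the screen-wide mean activation plus 3 SD, cut at about 130% in these data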;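 further: raw ratio to IFN-gamma control signal so 100% means no change and 0% no light; values of inactives mirror those of a sister screen read the other way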
Hsp70 activator – switches on Hsp70 transcription; HeLa Hsp70 promoter luciferase reporter, luminescence; scaled: vehicle 0, proteasome-inhibitor control 100%; actives 0.04% (n = 200,000); activation, % at 10 µM;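 active means activation above the mean across all tested compounds plus 3 SD, cutoff set per campaign, cut at about 5.5% in these data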;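 further: 100% = MG132 at 30 µM as the positive control and 0% = DMSO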
APP 5'UTR act – APP 5'UTR luciferase reporter activation; SH-SY5Y APP 5'UTR luciferase reporter, luminescence; zero percent = DMSO vehicle wells; actives 1% (n = 190,000); activation, % at 2 µM; AID 1276;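 active means activation above a set limit, based on mean plus 3 SD of controls, cut at about 140% in these data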; further: values of inactives mirror those of a sister screen read the other way
* hit, by the source's call; · = not tested or not shown.

Values in the order: TLR4-MyD88 BLA, STAT3 blocker, STAT3 activator, STAT1 inh, NF-kB neuron act, HMGR II inh, DTT redox prof, STAT1 act, Hsp70 activator, APP 5'UTR act
1. COc1ccc(Nc2nc3ccc(C)cn3c(=O)c2/C=N/O)cc1
  -7, 20, 89, 5, 1, -7, 0.5, 95, -0.1, 14
2. COc1ccc(N2C(=O)CC(n3cnc4ccccc43)C2=O)cc1 (configuration not stated)
  0, 16, 87, 11, 0.92, 1, 0.2, 88, -0.4, -24
3. Cc1ccc(NC(=O)CSc2nnc(N)s2)c([N+](=O)[O-])c1
  -8, 1, 101, -2, 1.3, 1, -0.7, 100, -0.3, -2
4. COCCn1c(SCC(=O)NC(=O)NCc2ccccc2)nc2ccccc21
  10, 3, 102, -5, 0.8, -3, 0.5, 104, -0.2, 1
5. COc1cccc(OC)c1OCCCSc1nc(C)cc(=O)[nH]1
  -3, 13, 93, 3, 2.2, 1, 5.9, 97, -0.4, -2
6. c1c2c(cc3sc(N4CCOCC4)nc13)OCO2
  -7, 22, 86, -20, 3.2, -7, 1.9, 118, 0.0, 92
7. CNC(=S)N1N=C(c2ccc(C)cc2)CC1c1ccc(Br)cc1 (configuration not stated)
  3, 12, 95, -11, 3.4*, -9, 0.0, 110, 0.0, 31
8. COC(=O)/C=C1\SC(N2CCOCC2)=C(c2ccc(OC)cc2)C1=O
  -9, 9, 97, -3, ·, -2, -1.0, 101, 0.0, -3
9. Cc1ccc(N2C(=O)CC(SCC(=O)Nc3ccc(S(N)(=O)=O)cc3)C2=O)cc1 (configuration not stated)
  -2, -5, 109, -25, ·, -5, -1.3, 121, -0.1, 47
10. CC1(C)CC(=O)C(C=NCCN2CCN(CC(=O)Nc3ccc(Cl)cc3)CC2)=C(O)C1
  9, -1, 100, -3, 1, -1, -3.5, 102, 1.4, 19
11. COCCOCCn1c(/C=C/c2ccccc2)nc2ccccc21
  7, 31, 78, -42, 6*, 0, -0.2, 135*, 0.1, 166*
12. Clc1ccc(NC2=NCCCCC2)cc1
  6, -6, 108, 4, 1.2, -1, 2.2, 96, -0.1, -4
13. CC(=O)Nc1ccc(C(=O)N/N=C/c2ccccc2OCc2ccccc2)cc1
  1, -8, 109, -3, 1, -5, 0.0, 103, -0.4, 3
14. Cc1cccc(C(=O)N(C)c2nnc(-c3ccncc3)s2)c1
  -12, 20, 87, -12, ·, ·, 2.0, 111, 0.0, -11
15. NC(=O)c1ccc(NC(=O)COC(=O)c2ccccc2Nc2ccccc2)cc1
  6, 2, 102, -5, 1, -4, 0.7, 103, -0.2, -11
16. CCOC(=O)c1c(C)c(C(=O)NCCN2CCOCC2)c(C)n1C
  0, 2, 100, -15, 1, 0, 0.9, 114, 0.0, 10
17. Cc1cccc2cc(CN(Cc3ccccc3)C(=O)N(C)C)c(=O)[nH]c12
  1, 2, 101, 4, 1.4, -7, -1.4, 97, -0.2, 10
18. COCCNC(=O)NC12CC3CC(CC(C3)C1)C2
  9, -4, 105, 1, 1.1, -3, -1.3, 99, -0.2, 12
19. CC(C)CCOc1ccc(-c2c(=O)n(OCc3ccc([N+](=O)[O-])cc3)c3ccccc3[n+]2[O-])cc1
  17, 19, 94, -8, 1.4, -8, 2.8, 107, -0.3, -2
20. O=C1C2C3C=CC(C4CC34)C2C(=O)N1/N=C/c1c[nH]c2ccccc12 (configuration not stated)
  -1, 24, 88, -38, 1.4, -6, -1.8, 133*, 0.1, 62

The listing continues.
Values in the order: TLR4-MyD88 BLA, STAT3 blocker, STAT3 activator, STAT1 inh, NF-kB neuron act, HMGR II inh, DTT redox prof, STAT1 act, Hsp70 activator, APP 5'UTR act
21. O=C(COc1ccc([N+](=O)[O-])cc1)NCc1ccccc1
  -19, 3, 103, 7, 1.1, ·, 3.4, 94, 0.3, -5
22. Cc1ccc(/C=N/NC(=O)Cc2c[nH]c3ccccc23)c(C)c1
  -17, -41, 142*, 1, 1, 6, -3.1, 99, -0.3, 9
23. Cn1c(SCn2nnc3ccccc3c2=O)nc2ccccc2c1=O
  3, -6, 107, 9, 0.97, 0, 0.0, 91, 1.0, -2
24. CCOC(=O)c1cnc(-n2nc(C)cc2C)nc1Nc1cccc(C(C)=O)c1
  1, -7, 110, -2, ·, ·, 0.7, 102, -0.4, 12
25. Cc1ccc(C(=O)Nc2ccc(O)cc2C(=O)O)cc1
  -6, 7, 92, 12, 1.1, 0, 0.0, 89, -0.3, -10
26. COCCCNC(=O)Cn1c(=O)n(Cc2ccc(C(=O)NCCc3ccc(OC)c(OC)c3)cc2)c(=O)c2ccccc21
  10, -1, 102, -1, 0.71, 0, -0.9, 100, -0.2, -2
27. COc1ccccc1-n1cnc2cc(NS(=O)(=O)c3ccc(Br)cc3)ccc21
  1, 4, 102, 8, 0.89, 1, 0.1, 93, -0.3, -9
28. Cc1sc2ncnc(SCc3ccc(C(=O)O)cc3)c2c1C
  -10, 10, 96, -2, 1, -7, -0.5, 101, 0.1, -14
29. C#CCOc1ccc(C2C3=C(COC3=O)Nc3cc4c(cc32)OCO4)cc1OC (configuration not stated)
  -4, -43, 143*, -12, ·, -1, -1.0, 110, 0.1, -95
30. CCN(CC)CCn1c(=S)[nH]c2cc3c(cc2c1=O)OCO3
  3, -8, 112, -8, 1.4, 1, 15, 107, -0.4, -6
31. CCOC(=O)CSc1ncc(OC)c(=O)[nH]1
  -7, 4, 99, -8, 0.93, -4, 2.9, 107, -0.4, 1
32. O=C(C1=C[C@@H](c2csc3ccccc23)C[C@@H](OCc2ccc(CO)cc2)O1)N1CCN(Cc2ccccc2)CC1
  -4, ·, ·, 1, 0.53, -5, 0.8, 101, -0.2, -11
33. CCOC(=O)CCn1cc(F)c(=O)[nH]c1=O
  2, -3, 104, -8, 0.91, 0, 0.3, 106, -0.1, 4
34. CC1(C)Cc2c(c(N3CCOCC3)nc3snc(N)c23)CO1
  6, 1, 105, 0, 0.41, -4, 0.6, 101, 0.1, -5
35. CCOc1ccc(NC(=S)NC(=O)/C=C/c2ccc(OC)cc2)c([N+](=O)[O-])c1
  -7, -1, 102, 4, 1, -2, 0.3, 97, -0.3, 9
36. COc1ccc2nc(-n3c(C)ccc3C)sc2c1
  -4, 18, 87, -7, 1.2, -1, -0.8, 106, -0.1, 3
37. CCC(=O)Nc1nn(C)c2nc3c(C)cccc3cc12
  18, 7, 97, -2, 1.5, 1, 0.2, 102, -0.2, -20
38. Cc1cc(C(=O)COC(=O)CNC(=O)c2ccccc2)c(C)n1CC1CCCO1 (configuration not stated)
  -1, 28, 79, 37*, 0.59, 1, -0.9, 65, 0.0, -1
39. C#CCOc1ccc(/C=C2\SC(=S)N(Cc3cccnc3)C2=O)cc1
  3, 7, 98, -5, 1.3, -6, -0.2, 104, -0.3, 3
40. CCOc1cc(/C=N/n2cnnc2)cc(Br)c1O
  -7, 2, 99, 7, 1.1, -2, 1.1, 91, -0.4, -16

Quoted at random: 2 compounds from above
Values in the order: TLR4-MyD88 BLA, STAT3 blocker, STAT3 activator, STAT1 inh, NF-kB neuron act, HMGR II inh, DTT redox prof, STAT1 act, Hsp70 activator, APP 5'UTR act
34. CC1(C)Cc2c(c(N3CCOCC3)nc3snc(N)c23)CO1
  6, 1, 105, 0, 0.41, -4, 0.6, 101, 0.1, -5
36. COc1ccc2nc(-n3c(C)ccc3C)sc2c1
  -4, 18, 87, -7, 1.2, -1, -0.8, 106, -0.1, 3

Later entries:
Values in the order: TLR4-MyD88 BLA, STAT3 blocker, STAT3 activator, STAT1 inh, NF-kB neuron act, HMGR II inh, DTT redox prof, STAT1 act, Hsp70 activator, APP 5'UTR act
41. Cc1cc(C)cc(C(=O)NCC(=O)OCC(=O)NCc2ccco2)c1
  -2, -4, 109, 9, 1.2, -8, -0.1, 91, -0.3, -2
42. Cc1cc(=O)[nH]c(SCC(=O)NCC2CCCCC2)c1C#N
  -7, 4, 101, 0, 1.1, -2, 0.3, 97, -0.4, 0
43. Cc1ccc(N(C(=O)Nc2ccccc2)C2=NCC(C)S2)cc1 (configuration not stated)
  0, -5, 106, -9, 1.5, 2, 0.1, 104, 0.5, 14
44. Cc1ccccc1NC(=O)CSc1[nH]c(=O)cc(C)c1C#N
  4, 3, 102, -2, 1.1, -6, -2.1, 102, 0.2, 7
45. CCOC12CC(C)(C)CC(C)(CC3=C1C(=O)CC(C)(C)C3)C2 (configuration not stated)
  10, 1, 101, 2, 1.2, -8, 0.3, 98, -0.2, 17
46. CC(=O)OC(C(=O)Nc1ccccc1C)C(OC(C)=O)C(OC(C)=O)C(OC(C)=O)C(=O)Nc1ccccc1C (configuration not stated)
  -17, 3, 100, -6, ·, ·, 0.6, 105, 0.4, -3
47. Cc1oc2ccccc2c1-c1cn2c(n1)SCC2
  -5, -1, 103, 4, 1.7, -4, 2.0, 96, 0.3, 28
48. CCOC(=O)N1CCN(Cc2nc(C3CC3)no2)CC1
  -14, 22, 85, -7, ·, -6, -1.3, 104, 0.5, 10
49. CC1Oc2ccccc2N(Cc2cccnc2)C1=O (configuration not stated)
  2, -1, 104, 10, 1.2, -5, -0.8, 89, -0.3, 24
50. NC12CC3CC(C1)CC(CO)(C3)O2
  3, 3, 103, 4, 0.96, 1, -2.6, 97, -0.2, 7
51. CN1N=C(C(=O)N2CCc3c([nH]c4ccccc34)C2c2c(F)cccc2Cl)CCC1=O (configuration not stated)
  -8, -53, 154*, -11, 1.7, -2, 0.7, 110, -0.2, 22
52. CCCOc1ccc(C2CC(=O)NC2=O)cc1 (configuration not stated)
  -6, 2, 102, -6, 1.1, 9, -0.7, 104, -0.2, -3

Among those listed so far, these have a halogen:
Values in the order: TLR4-MyD88 BLA, STAT3 blocker, STAT3 activator, STAT1 inh, NF-kB neuron act, HMGR II inh, DTT redox prof, STAT1 act, Hsp70 activator, APP 5'UTR act
7. CNC(=S)N1N=C(c2ccc(C)cc2)CC1c1ccc(Br)cc1 (configuration not stated)
  3, 12, 95, -11, 3.4*, -9, 0.0, 110, 0.0, 31
10. CC1(C)CC(=O)C(C=NCCN2CCN(CC(=O)Nc3ccc(Cl)cc3)CC2)=C(O)C1
  9, -1, 100, -3, 1, -1, -3.5, 102, 1.4, 19
12. Clc1ccc(NC2=NCCCCC2)cc1
  6, -6, 108, 4, 1.2, -1, 2.2, 96, -0.1, -4
27. COc1ccccc1-n1cnc2cc(NS(=O)(=O)c3ccc(Br)cc3)ccc21
  1, 4, 102, 8, 0.89, 1, 0.1, 93, -0.3, -9
33. CCOC(=O)CCn1cc(F)c(=O)[nH]c1=O
  2, -3, 104, -8, 0.91, 0, 0.3, 106, -0.1, 4
40. CCOc1cc(/C=N/n2cnnc2)cc(Br)c1O
  -7, 2, 99, 7, 1.1, -2, 1.1, 91, -0.4, -16
51. CN1N=C(C(=O)N2CCc3c([nH]c4ccccc34)C2c2c(F)cccc2Cl)CCC1=O (configuration not stated)
  -8, -53, 154*, -11, 1.7, -2, 0.7, 110, -0.2, 22
